# Giardia killer = Giardia lamblia killing; Giardia lamblia trophozoite viability; activity change, % at 7.66 µM, hits read low; 340,000 tested, 0.15% active; AID 540267; in the data active = activity change below about -80%; inconclusive = between about -30% and that limit;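 also: parasites exposed to compound for two days anaerobically before the ATP read; % is scaled to controls: 0 for no effect and ±100 for the full control effect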
#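 Media and compound were dispensed first, then trophozoites at 100 cells/well; plates sat 48 hrs at 37 deg C without oxygen before ATP luminescence reagent was added and read after 15-30 min at room temperature.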
# Menin MLL FP TR = inhibitors of human menin-MLL interaction, mutant MLL peptide; Potency, µM (doses to about 61.6 µM), for the others: at the highest dose FP activity change, negative = inhibition, hits mostly inhibitors; Menin + Texas Red MLL mutant peptide, fluorescence polarization; 270,000 tested, 0.23% active; O00255; active = well fitted inhibition curve with a large enough effect in the polarisation, with a control signal flat, not every such curve was filed as active; inconclusive = small, poorly fitted or top-dose-only effect, or effect the other way, or a change in a side signal; inactive = no such curve, though single readings can be large or run the other way; the % refers to the polarisation; also: potency is read from the fitted curve at half-maximal effect; % of control where 0% means no effect; many of its hits are not listed in these tables
# BRCA1 expr act = BRCA1 expression activation; MCF7-BRCA1-FFLuc reporter, luminescence, 48 h; response scale: scaled: vehicle 0%, 10 µM genistein 100%; Potency, µM (series often up to 46.1 µM), for the others: at the highest dose activation, actives largely listed as activators; 380,000 tested, 1.1% active; AID 624202; also: potency is read from the fitted curve at half-maximal effect; nearly all actives have a fitted effect of over 80% in size; some results filed as inactive show a strong effect at the top dose
#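 48 h compound treatment of MCF7-BRCA1-FFLuc cells (phenol-red free MEM, 37 °C), then 15 min with luciferase substrate and luminescence imaging.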
# Rab9 promoter act = activators of Rab9 promoter; Huh7 Rab9 promoter-luciferase reporter, luminescence, 24 h; Potency, µM (highest dose often 9.22 µM), inactives show top-dose activation, negative = inhibition, actives largely listed as activators; 320,000 tested, 2.8% active; AID 485297; also: potency is read from the fitted curve at half-maximal effect; % of control where 0% means no effect; nearly all actives have a fitted effect of over 60% in size
#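 Stable Rab9-luc Huh7, 1500 cells/well, 2 h settle; cmpd in DMSO, 24 h, 37 °C/5% CO2; luciferase reagent 10 min RT; luminescence.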
# FLuc modulator = inhibits or activates purified firefly luciferase, miR-21 counter-screen. P08659. purified FLuc, Km substrates, luminescence inhibition. Potency, µM (top dose mostly 57.5 µM), without a hit: at the highest dose activity change, negative = inhibition, usual class: inhibitors. 360,000 tested, 6.9% active;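 also: potency is read from the fitted curve at half-maximal effect; plate controls were vehicle for no effect and reference inhibitor for full effect; nearly all actives have a fitted effect of over 55% in size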
#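 Purified P. pyralis luciferase, 10 nM final, with Km-level 10 uM D-luciferin and 10 uM ATP in 50 mM Tris acetate pH 7.5, 10 mM Mg acetate, 0.01% Tween-20, 0.05% BSA; 6-point qHTS titration about 60 µM downward; luminescence read.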
# NPC1 prom act = activators of NPC1 promoter; Huh7 NPC1 promoter luciferase reporter, 24 h; Potency, µM (doses to about 9.22 µM), inactives show at the top dose activation, hits mostly activators; 320,000 tested, 2.4% active;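 also: potency is read from the fitted curve at half-maximal effect; % of control where 0% means no effect; nearly all actives have a fitted effect of over 60% in size; reporter is driven by a mutant NPC1 promoter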
#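 Huh7 cells stably carrying NPC1 promoter–luciferase, plated in Opti-MEM with 10% FBS for 2 h, were exposed to compound in DMSO for 24 h at 37 °C; luciferase reagent was added for 10 min and luminescence read.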
# ELG1 genotoxic = induces genotoxicity in HEK293T cells with luciferase-tagged ELG1; HEK293T ELG1-luciferase reporter, luminescence, 16 h; Potency, µM (series often up to 46 µM), without a hit: at the highest dose activity change, positive = activation, hits mostly activators; 330,000 tested, 1.3% active; AID 504466; also: potency is read from the fitted curve at half-maximal effect; % of control where 0% means no effect; nearly all actives have a fitted effect of over 60% in size
#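 16 hr compound incubation (37 °C, 5% CO2) of HEK293T cells carrying luciferase-tagged ELG1; luciferase then measured by ONE-Glo luminescence after 30 min at RT.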
# PKM2 activator = activators of human pyruvate kinase M2; P14618; 260,000 tested, 0.34% active; purified PKM2, Kinase-Glo ATP luminescence, activation; response scale: 0% is enzyme alone, no compound; AID 1631; Potency, µM (highest dose often 57.5 µM), inactives show at the highest dose activation, most hits filed as activators; also: potency is read from the fitted curve at half-maximal effect; % is scaled to controls: 0 for no effect and ±100 for the full control effect; nearly all actives have a fitted effect of over 55% in size
# Target sequence (P14618 whole entry, looked up): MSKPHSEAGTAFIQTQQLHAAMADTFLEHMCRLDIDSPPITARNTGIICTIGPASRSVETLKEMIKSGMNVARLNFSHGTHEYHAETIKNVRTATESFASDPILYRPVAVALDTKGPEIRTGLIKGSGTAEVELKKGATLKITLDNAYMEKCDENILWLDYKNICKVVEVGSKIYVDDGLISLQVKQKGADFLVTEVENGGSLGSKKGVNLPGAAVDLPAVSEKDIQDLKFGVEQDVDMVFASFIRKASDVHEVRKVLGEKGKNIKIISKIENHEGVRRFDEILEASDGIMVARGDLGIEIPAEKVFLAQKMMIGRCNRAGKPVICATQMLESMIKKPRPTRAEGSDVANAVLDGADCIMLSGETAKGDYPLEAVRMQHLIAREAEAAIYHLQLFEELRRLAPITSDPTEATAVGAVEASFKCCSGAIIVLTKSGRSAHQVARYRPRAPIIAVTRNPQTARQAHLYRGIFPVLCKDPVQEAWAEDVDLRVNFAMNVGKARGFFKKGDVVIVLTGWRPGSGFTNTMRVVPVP
#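 Purified hPK-M2 (>95% pure) converted ADP (0.1 mM final) to ATP with 0.5 mM PEP in 50 mM imidazole pH7.2, KCl, MgCl2, Tween 20, BSA; 1 h at room temperature. ATP detected by Kinase-Glo luminescence.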
# RORgamma inh = ROR gamma (mouse) transcription inhibition; Drosophila S2 Gal4-RORgamma UAS-luciferase reporter, 20 h; P51450; Potency, µM (series often up to 53.6 µM), without a hit: at the top dose activity change, negative = inhibition, most hits filed as inhibitors; 310,000 tested, 5.4% active; also: potency is read from the fitted curve at half-maximal effect; % is scaled to controls: 0 for no effect and ±100 for the full control effect; nearly all actives have a fitted effect of over 60% in size
# Target sequence (P51450 whole entry, looked up, the tested form may be a part): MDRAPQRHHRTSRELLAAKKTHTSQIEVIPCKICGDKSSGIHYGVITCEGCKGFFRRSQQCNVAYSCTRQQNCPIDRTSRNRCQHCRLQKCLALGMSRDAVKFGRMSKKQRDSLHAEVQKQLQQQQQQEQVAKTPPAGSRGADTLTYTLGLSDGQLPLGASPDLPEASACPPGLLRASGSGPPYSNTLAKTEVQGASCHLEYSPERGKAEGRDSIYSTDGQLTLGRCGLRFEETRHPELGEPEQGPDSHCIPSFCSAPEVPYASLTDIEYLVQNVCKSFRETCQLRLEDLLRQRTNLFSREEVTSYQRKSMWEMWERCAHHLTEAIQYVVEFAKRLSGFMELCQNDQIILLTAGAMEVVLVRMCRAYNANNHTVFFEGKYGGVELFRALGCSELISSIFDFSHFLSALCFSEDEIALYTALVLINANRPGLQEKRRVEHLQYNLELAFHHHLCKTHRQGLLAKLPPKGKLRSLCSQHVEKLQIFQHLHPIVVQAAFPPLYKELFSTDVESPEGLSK
#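 Luciferase reporter read in Schneider cells carrying Gal4-RORγ (mouse) and UAS-Photinus luciferase; cells given compound 1 h before 700 uM copper sulfate induction, then incubated 20 h at ambient temperature.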
# p53 reactivation = re-activators of mutant p53; Potency, µM (highest dose often 92.2 µM), without a hit: at the top dose activity change, positive = activation, usual class: activators; 320,000 tested, 0.063% active; H1299 p53-A138V BP100-luciferase reporter, luminescence, 24 h; also: potency is read from the fitted curve at half-maximal effect; % of control where 0% means no effect; nearly all actives have a fitted effect of over 45% in size
#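 p53-null H1299 cells stably carrying temperature-sensitive p53-A138V and a BP100-luciferase reporter were pinned with compounds (4-point, 1:5 series) and held 24 hrs at 37 deg C. Luminescence was read 10 min after detection reagent.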
# Gal4-VP16 FLuc = inhibits Gal4-VP16 luciferase reporter, ROR gamma counter-screen | Drosophila S2 Gal4-VP16 UAS-luciferase, luminescence, 20 h | Potency, µM (doses to about 53.6 µM), for the others: top-dose activity, negative = inhibition, hits mostly inhibitors | 310,000 tested, 3.5% active | AID 2546;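 also: Gal4-VP16 expression switched on by copper sulfate through the metallothionein promoter; potency is read from the fitted curve at half-maximal effect; % is scaled to controls: 0 for no effect and ±100 for the full control effect; nearly all actives have a fitted effect of over 50% in size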
# The depositor's hits bear a star; ? = inconclusive; . = not tested or not shown; [ ] = another dose, or the depositor's remark. Unless noted, calls follow the shape of the dose curve; as a rule, active = well fitted curve in the direction sought with a large enough effect; inconclusive = small, poorly fitted or top-dose-only effect, or another doubt; inactive = no such curve, though single readings can be large; an effect the other way counts as inactive or inconclusive.
entry	molecule	Rab9 promoter act	ELG1 genotoxic	NPC1 prom act	Gal4-VP16 FLuc	BRCA1 expr act	PKM2 activator	Giardia killer	Menin MLL FP TR	p53 reactivation	FLuc modulator	RORgamma inh
1	Cc1cc(C)c(S(=O)(=O)NCc2cccs2)cc1C	-1%	-1%	1%	.	9%	2%	19	-4%	.	-4%	.
2	CC(=O)Nc1ccc(-c2csc(NC(=O)Nc3ccccc3)n2)cc1	-4%	-19%	0%	9%	-74%	-6%	-7	?	4%	?	30%
3	Cc1cccc(NC2(C(F)(F)F)N=C3SCCN3C2=O)n1 (centres undefined)	-5%	0%	-5%	5%	4%	-6%	2	4%	-1%	6%	-16%
4	Cc1ccc(NC(=O)/C(CN(C)C)=N\O)cc1	?	15%	?	-2%	68%	-1%	6	-4%	?	?	-21%
5	CCCN(CC(=O)Nc1ccccc1C)C(=O)c1cc(=O)[nH]c2ccccc12	-1%	-2%	-1%	-3%	4%	-8%	5	-5%	-2%	-2%	-3%
6	O=C(NCc1ccco1)c1ccc(COc2ccccc2[N+](=O)[O-])o1	3%	0%	-5%	-2%	0%	-5%	6	.	-10%	0%	4%
7	COc1cc2c(cc1OC)CN(C(=O)CCN1C(=O)C3CCCCC3C1=O)CC2 (centres undefined)	-32%[inhibitor]	-4%	-1%	15%	58%	3%	4	-27%	0%	-1%	-12%
8	COc1ccc(C[C@H]2CN3C(=NC[C@@H]3Cc3ccccc3)N2CCNC(=O)c2ccc(C)c(Br)c2)cc1	9%	-7%	-3%	?	-13%	-1%	-8	?	10%	1%	?
9	O=C1C(C23CC4CC(CC(C4)C2)C3)C(=O)N(c2ccccc2)N1c1ccccc1	-2%	-1%	-1%	2%	4%	9%	-1	3%	-12%	1%	28%
10	COc1ccc(NC(=O)C2CCCN(c3nc(C)cc(C)n3)C2)cc1 (centres undefined)	0%	-2%	-1%	1%	-17%	-22%	7	-10%	7%	4%	-3%
11	CN(C1CCS(=O)(=O)C1)S(=O)(=O)c1ccccc1[N+](=O)[O-] (centres undefined)	-1%	0%	-1%	1%	19%	0%	-2	-15%	3%	-1%	15%[10 µM]
12	CCCCCCn1c(N2CCN(c3ccccc3)CC2)nc2c1c(=O)[nH]c(=O)n2C	-1%	-6%	-6%	-28%	-70%	-2%	42[activator]	-10%	-19%	-2%	43%
13	CCC(C)NS(=O)(=O)c1ccc(OCC(=O)NCc2ccccn2)cc1 (centres undefined)	3%	0%	-1%	11%	-4%	-4%	-24	-12%	7%	-2%	1%
14	Cc1cccc(N2CCN(C(=O)C3CCN(c4ncnc5c4nc4n5CCCCC4)CC3)CC2)c1C	-16%	-17%	-13%	8.9µM*	-38%	.	-1	.	-1%	?	?
15	COc1ccc(CNS(=O)(=O)c2cc(-c3cc(C)no3)ccc2C(C)C)cc1	-34%[inhibitor]	5%	-32%[inhibitor]	-8%	-48%	2%[0.46 µM]	?	?	7%	6%	32%
16	CC1(C)Cc2c(sc(/N=C/N3CCCC3)c2C#N)C(C)(C)N1	0%	3%	1%	-3%	1%	-3%	0	2%	10%	0%	40%
17	Cc1ccc(-n2nc(C)c(/C=N/n3c(C)n[nH]c3=S)c2Cl)cc1	-12%	12%	2%	-7%	4%	3%	0	-15%	-2%	6%	3.5µM*
18	CC(C)(C)NC(=O)c1ccc2c(c1)N(CC(=O)N1CCCC1)C(=O)C(C)(C)O2	0%	1%	2%	16%	12%	0%	-6	-1%	.	3%	0.63µM*
19	O=C(COc1ccc2ccccc2c1)NNC(=O)Cc1ccccc1	-2%	0%	8%	?	-20%	0%	11	?	-6%	-2%	-13%
20	Fc1ccc(N/N=C/c2ccc(N3CCOCC3)cc2)c(F)c1	2µM*	?	2.5µM*	19%	64%	2%	-19	?	10%	12µM*	18%
21	CC(NC(=O)CCCc1c[nH]c2ccccc12)c1ccc(F)cc1 (centres undefined)	-7%	-9%	9%	-19%	-22%	0%	-6	-5%	-10%	-9%	31%
22	CCOc1ccc(/C=N/NC(=O)CSc2ccccn2)cc1O	2%	-2%	1%	-7%	-5%	-5%	-16	.	-5%	-2%	5%
23	COc1ccc(CSc2nnc(C)n2N)cc1	-4%	1%	0%	0%	9%	-3%	-19	3%	2%	3%	0%[10 µM]
24	CC1=C(C)CC(C(=O)NNC(=O)c2ccccc2O)C(C(=O)O)C1 (centres undefined)	1%	?	-7%	19%	-45%	-3%	-2	11%	16%	?	-26%
25	COC(=O)C1C(C(C)C)N(c2ccccc2)OC1(C)O (centres undefined)	-7%	0%	4%	-5%	0%	2%	-6	0%	0%	5%	-11%
26	CCS(=O)(=O)N1CCC(C(=O)Nc2cccc(C(C)=O)c2)CC1	-4%	-1%	1%	-16%	6%	-4%	-2	-8%	6%	-1%	-2%
27	C/[N+]([O-])=C\C1C(=O)CCCC1=O	-5%	-5%	-7%	4%	-9%	1%	6	-1%	7%	5%	12%
28	Cc1ccccc1CNc1ncnc2cc(Cl)ccc12	1%	-5%	1%	-5%	-35%	.	-1	14%	0%	6%	33%
29	Cn1c(NN)nc2c1c(=O)n(Cc1ccccc1)c(=O)n2C	3%	-3%	-1%	-17%	-5%	.	?	?	-1%	?	-45%
30	CCn1c(SCC(=O)N2CCc3ccccc3C2)nc2c1c(=O)n(C)c(=O)n2C	-1%	0%	2%	-5%	-2%	-1%	-9	-4%	6%	0%	-12%[10 µM]

# A run of entries from further up, as a working copy:
entry	molecule	Rab9 promoter act	ELG1 genotoxic	NPC1 prom act	Gal4-VP16 FLuc	BRCA1 expr act	PKM2 activator	Giardia killer	Menin MLL FP TR	p53 reactivation	FLuc modulator	RORgamma inh
5	CCCN(CC(=O)Nc1ccccc1C)C(=O)c1cc(=O)[nH]c2ccccc12	-1%	-2%	-1%	-3%	4%	-8%	5	-5%	-2%	-2%	-3%
6	O=C(NCc1ccco1)c1ccc(COc2ccccc2[N+](=O)[O-])o1	3%	0%	-5%	-2%	0%	-5%	6	.	-10%	0%	4%
7	COc1cc2c(cc1OC)CN(C(=O)CCN1C(=O)C3CCCCC3C1=O)CC2 (centres undefined)	-32%[inhibitor]	-4%	-1%	15%	58%	3%	4	-27%	0%	-1%	-12%
8	COc1ccc(C[C@H]2CN3C(=NC[C@@H]3Cc3ccccc3)N2CCNC(=O)c2ccc(C)c(Br)c2)cc1	9%	-7%	-3%	?	-13%	-1%	-8	?	10%	1%	?
9	O=C1C(C23CC4CC(CC(C4)C2)C3)C(=O)N(c2ccccc2)N1c1ccccc1	-2%	-1%	-1%	2%	4%	9%	-1	3%	-12%	1%	28%
10	COc1ccc(NC(=O)C2CCCN(c3nc(C)cc(C)n3)C2)cc1 (centres undefined)	0%	-2%	-1%	1%	-17%	-22%	7	-10%	7%	4%	-3%

# (next part)
entry	molecule	Rab9 promoter act	ELG1 genotoxic	NPC1 prom act	Gal4-VP16 FLuc	BRCA1 expr act	PKM2 activator	Giardia killer	Menin MLL FP TR	p53 reactivation	FLuc modulator	RORgamma inh
31	CC1(C)Cc2c(cnn2-c2ccc(F)cc2)C(NC(=O)CN2CCCCC2=O)C1 (centres undefined)	-9%	6%	0%	16µM*	13%	8%	-27	.	1%	19µM*	3.5µM*
32	CN(c1ccccc1)S(=O)(=O)c1cccc(C(=O)OCC(=O)NCc2ccco2)c1	-3%	-6%	-5%	3%	26%	2%	-11	-4%	5%	-13%	17%
33	CCOC(=O)c1oc2ccc(CNCCO)c(Cl)c2c1C	28%	?	24%	-1%	11µM*	-2%	-3	-2%	27%	17µM*	13%[10 µM]
34	Cc1cc(C)n(C(=O)c2c([N+](=O)[O-])cnn2C)n1	1%	7%	3%	-4%	6%	3%	12	41%[activator]	15%	7%	29%
35	CCOc1ccc(NC(=S)NC(C)c2cccs2)cc1 (centres undefined)	-3%	4%	-4%	5µM*	12%	18%	-3	1%	7%	-3%	3.2µM*
36	CCOc1ccc(CCNC(=O)CN2C(=O)COc3ccc(S(=O)(=O)N4CCOCC4)cc32)cc1	3%	0%	-2%	-6%	0%	.	5	.	.	6%	9%
37	C[C@H](NC(=O)c1ccc(Cl)cc1)C(=O)NCCc1ccc(S(N)(=O)=O)cc1	-3%	1%	0%	2%[10 µM]	-10%	-2%	5	11%	4%	2%	3%
38	COc1ccc(CNC(=O)N[C@H](C(=O)O)C(C)C)cc1OC	-2%	2%	-7%	-1%	-7%	-2%	-20	6%	0%	-1%	3%
39	O=C(COC(=O)c1ccc([N+](=O)[O-])s1)Nc1ncc(C(F)(F)F)cc1Cl	-4%	0%	-3%	-1%	-27%	1%	0	-8%	0%	-1%	-13%

# An excerpt (hit frequency here may not be typical).
